# POLB inh: qHTS Assay for Inhibitors of DNA Polymerase Beta; AID 485314, 2010; Potency, µM (top dose mostly 114 µM), for inactives: top-dose activity change, negative = inhibition, actives largely listed as inhibitors; Pol beta primer extension/strand displacement, fluorescence kinetic; P06746; hit rate 1.3% among 340,000; also: % is scaled to controls: 0 for no effect and ±100 for the full control effect
#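 Preincubation: enzyme (10 nM) with compound, 15 min, RT. Reaction: substrate added to 50 nM final. Reads: 0 and 10 min. Analysis: normalized, Hill fit.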
# Pol eta inh: qHTS for Inhibitors of Polymerase Eta; DNA polymerase eta (Homo sapiens), Q9Y253; recombinant Pol eta, fluorescent DNA replication assay; Potency, µM (doses to about 114 µM), inactives show at the highest dose activity change, negative = inhibition, hits mostly inhibitors; hit rate 1.2% among 390,000; also: % is scaled to controls: 0 for no effect and ±100 for the full control effect
# Target sequence (Q9Y253 whole entry, looked up): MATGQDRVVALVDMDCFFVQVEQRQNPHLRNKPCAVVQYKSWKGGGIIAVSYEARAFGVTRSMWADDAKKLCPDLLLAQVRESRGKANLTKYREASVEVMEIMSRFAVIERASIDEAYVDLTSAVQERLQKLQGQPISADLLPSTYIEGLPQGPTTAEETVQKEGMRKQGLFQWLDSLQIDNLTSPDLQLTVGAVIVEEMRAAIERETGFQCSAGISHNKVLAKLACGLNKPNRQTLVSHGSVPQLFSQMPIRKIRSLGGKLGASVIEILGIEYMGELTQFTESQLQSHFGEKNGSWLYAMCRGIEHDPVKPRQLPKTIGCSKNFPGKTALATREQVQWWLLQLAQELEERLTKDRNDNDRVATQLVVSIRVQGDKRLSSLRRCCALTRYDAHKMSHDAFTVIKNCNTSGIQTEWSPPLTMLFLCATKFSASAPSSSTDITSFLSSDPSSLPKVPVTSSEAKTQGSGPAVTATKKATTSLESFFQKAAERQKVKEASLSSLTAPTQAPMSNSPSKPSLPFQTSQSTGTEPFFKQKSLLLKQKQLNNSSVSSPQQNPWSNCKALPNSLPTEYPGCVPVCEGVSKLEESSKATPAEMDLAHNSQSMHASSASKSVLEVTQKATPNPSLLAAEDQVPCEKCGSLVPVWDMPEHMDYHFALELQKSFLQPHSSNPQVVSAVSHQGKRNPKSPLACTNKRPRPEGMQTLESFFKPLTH
#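 Fluorescent replication assay: 50 nM final substrate added after a 15 min room-temperature compound preincubation with 10 nM enzyme. Signal taken at 0 min and again at 10 min.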
# Pol kappa inh: qHTS for Inhibitors of Polymerase Kappa | purified Pol kappa, fluorescent DNA synthesis assay, 10 min | Potency, µM (top dose mostly 107 µM), for the others: top-dose activity, negative = inhibition, hits mostly inhibitors | hit rate 0.53% among 400,000 | DNA polymerase kappa (Homo sapiens), Q9UBT6 | AID 588579, 2011; also: % is scaled to controls: 0 for no effect and ±100 for the full control effect
#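 Enzyme at 10 nM met test compounds for 15 min at room temperature. Substrate addition (50 nM final) began the reaction, which was monitored by fluorescence at 0 and 10 min.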
# BAZ2B inh: qHTS Assay for Inhibitors of BAZ2B; Bromodomain adjacent to zinc finger domain protein 2B (Homo sapiens), Q9UIF8; AlphaScreen BAZ2B-H3K14Ac peptide displacement; Potency, µM (series often up to 114 µM), for the others: top-dose activity change, negative = inhibition, actives largely listed as inhibitors; hit rate 4.4% among 360,000; AID 504333, 2011; also: % is scaled to controls: 0 for no effect and ±100 for the full control effect; nearly all actives have a fitted effect of over 60% in size
#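 AlphaScreen displacement of biotin-H3(5-23)K14Ac peptide (50 nM final) from BAZ2B (50 nM final) in PBS pH 7.4, 0.01% Tween-20; complex preformed 30 min RT, then compounds (top 110 uM) 30 min RT, beads 20 min dark.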
# BLM inh: qHTS Assay for Inhibitors of Bloom's syndrome helicase (BLM) | recombinant BLM DNA unwinding, fluorescence dequenching | Potency, µM (top dose mostly 56.1 µM), for the others: at the highest dose activity change, negative = inhibition, most hits filed as inhibitors | hit rate 0.2% among 350,000 | AID 2528, 2010 | RecQ-like DNA helicase BLM (Homo sapiens), P54132;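 also: plate controls were vehicle for no effect and no enzyme for full effect; nearly all actives have a fitted effect of over 35% in size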
# POLI inh: qHTS for Inhibitors of Polymerase Iota; Potency, µM (highest dose often 115 µM), without a hit: top-dose activity, negative = inhibition, hits mostly inhibitors; AID 588590, 2011; DNA polymerase iota (Homo sapiens), Q9UNA4; Pol iota fluorescent replication assay, 10 min; hit rate 1% among 390,000
#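 Fluorescent replication assay read twice, at 0 min and 10 min after adding 50 nM (final) substrate. Enzyme (10 nM) and compounds were first incubated 15 min at room temperature; enzyme-free buffer wells were negative controls.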
# APEX1 inh: qHTS Assay for Inhibitors of the Human Apurinic/apyrimidinic Endonuclease 1 (APE1); recombinant APE1, TAMRA/BHQ-2 abasic DNA cleavage fluorescence; Potency, µM (highest dose often 65.8 µM), without a hit: at the highest dose activity change, negative = inhibition, hits mostly inhibitors; hit rate 0.35% among 350,000;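 also: plate controls were vehicle for no effect and reference inhibitor for full effect; nearly all actives have a fitted effect of over 55% in size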
#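 Enzyme (0.75 nM final) and test compound are incubated 15 min at room temperature before adding 50 nM quenched THF abasic-site duplex. Cleavage dequenches TAMRA, followed at 525/598 nm over three reads one minute apart.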
# G9a inh: qHTS Assay for Inhibitors of Histone Lysine Methyltransferase G9a | Histone-lysine N-methyltransferase EHMT2 (Homo sapiens), Q96KQ7 | G9a H3K9 monomethylation, AlphaScreen, 2 h | Potency, µM (series often up to 102 µM), for inactives: top-dose activity, negative = inhibition, most hits filed as inhibitors | hit rate 8.8% among 350,000 | AID 504332, 2011; also: % is scaled to controls: 0 for no effect and ±100 for the full control effect; nearly all actives have a fitted effect of over 75% in size
# Target sequence (Q96KQ7 913-1193 limits assumed): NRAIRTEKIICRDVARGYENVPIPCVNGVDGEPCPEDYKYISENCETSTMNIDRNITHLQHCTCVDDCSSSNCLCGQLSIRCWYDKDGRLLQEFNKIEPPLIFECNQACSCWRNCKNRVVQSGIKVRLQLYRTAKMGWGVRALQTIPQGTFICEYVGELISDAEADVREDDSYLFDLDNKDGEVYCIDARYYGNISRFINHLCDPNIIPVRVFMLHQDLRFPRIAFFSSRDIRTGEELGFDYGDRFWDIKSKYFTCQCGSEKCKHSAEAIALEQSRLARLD
#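 Chemiluminescent proximity detection of H3K9 monomethylation, read after 10 min bead incubation in the dark. Reaction: 20 nM G9a, 500 nM biotin-H3K9 peptide, 20 uM SAM cofactor, 2 h, room temperature, following 15 min enzyme-compound preincubation.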
# JMJD2A Tudor inh: qHTS Assay for Inhibitors of JMJD2A-Tudor Domain; AlphaScreen JMJD2A-Tudor / H3K4me3 peptide binding; Potency, µM (titrated, usually from 114 µM), without a hit: top-dose activity change, negative = inhibition, most hits filed as inhibitors; hit rate 4.4% among 390,000; also: % is scaled to controls: 0 for no effect and ±100 for the full control effect; nearly all actives have a fitted effect of over 50% in size
# * = called active by the depositor; ? = inconclusive; . = no result given; [ ] = remark or other dose. Calls follow the shape of the dose curve; as a rule, active = well fitted curve in the direction sought with a large enough effect; inconclusive = small, poorly fitted or top-dose-only effect, or another doubt; inactive = no such curve, though single readings can be large; an effect the other way counts as inactive or inconclusive. Potency is read from the fitted curve at half-maximal effect.
# Letter code: A = POLB inh; B = Pol eta inh; C = Pol kappa inh; D = BAZ2B inh; E = BLM inh; F = POLI inh; G = APEX1 inh; H = G9a inh; I = JMJD2A Tudor inh
CCc1nn(CC(=O)Nc2cc(C)ccc2C)c(=N)s1
  A = 7%	B = -17%	C = -9%	D = -17%	E = -3%	F = 160%[activator]	G = 0%	H = -24%	I = -18%

Cc1cc(C)cc(N2C(=O)CS(=O)(=O)C23C(=O)N(Cc2ccccc2)c2ccccc23)c1 (stereo unspecified)
  A = 7%	B = -1%	C = 1%	D = 9%[57.1 µM]	E = -6%	F = 13%	G = .	H = -25%[59 µM]	I = -3%

CN1CCN(c2ccc(CNS(=O)(=O)c3ccc(Cl)cc3)cc2)CC1
  A = 12%	B = -21%	C = -11%	D = -4%	E = 2%	F = 8%	G = 0%	H = 13%	I = 2%

COc1ccc(S(=O)(=O)N2CCOC23CCN(S(=O)(=O)c2cc(C)ccc2C)CC3)cc1
  A = .	B = -20%	C = 1%	D = 4%	E = .	F = 21%	G = 37%	H = -29%[59 µM]	I = -7%

Cc1ccc2cccc(NC(=O)c3cccc4ccccc34)c2n1
  A = 7%	B = -4%	C = -3%	D = 31%[activator]	E = -7%	F = -2%	G = .	H = 42%[activator][59 µM]	I = 29%

CC(C)C(NC(=O)CN(c1cccc(F)c1)S(C)(=O)=O)C(C)C
  A = 1%	B = -2%	C = -23%	D = -4%	E = 1%	F = 4%	G = -2%	H = 4%[59 µM]	I = -9%

O=C(C1CCC(=O)N1Cc1cccs1)N1CCOCC1 (stereo unspecified)
  A = 36%	B = -15%	C = -2%	D = -8%	E = 1%	F = 46%[activator]	G = -3%	H = 5%	I = -12%

COc1ccc(N=Cc2ccc(N(CCC#N)CCC#N)cc2)cc1
  A = .	B = ?	C = -8%	D = .	E = .	F = 23%	G = .	H = .	I = -35%

COc1ccc(/C=C/C(=O)Nc2ccc(NC(C)=O)cc2)cc1S(=O)(=O)N1CCOCC1
  A = 1%	B = 4%	C = -15%	D = 0%	E = 2%	F = 7%	G = 6%	H = -29%	I = -11%[11.4 µM]

CC1CCCCC1n1c(=S)[nH]c2ccccc2c1=O (stereo unspecified)
  A = -8%	B = -17%	C = -19%	D = -20%	E = -2%	F = ?	G = ?	H = 31%[activator]	I = -10%

Cc1ccccc1[C@@H]1C(C#N)=C(N)S[C@H]1C(=O)c1ccccc1
  A = 2%	B = -7%	C = -3%	D = -36%	E = -9%	F = ?	G = -5%	H = ?	I = ?

CN(c1ccccc1C(=O)NCc1ccccc1Cl)S(=O)(=O)c1ccccc1
  A = -16%	B = -7%	C = -8%	D = -19%	E = -5%	F = 13%	G = 48%[activator]	H = 1%[0.501 µM]	I = -18%

CC1CCCC(C)N1/N=C/c1cccc(Br)c1 (stereo unspecified)
  A = 0%	B = -6%	C = 3%	D = ?	E = -5%	F = 88%[activator]	G = 3%	H = 8%	I = -18%

NC(=S)N/N=C/c1cc([N+](=O)[O-])ccc1OCCOc1ccccc1
  A = 16%	B = ?	C = -25%	D = 7%	E = 0%	F = 14%	G = -11%	H = 21%[59 µM]	I = -8%

COc1ccccc1C(CCNCc1ccccc1)c1ccc(OC(C)C)cc1 (stereo unspecified)
  A = 3%	B = -14%	C = -11%	D = -8%	E = -3%	F = -7%	G = -1%	H = -2%[2.33 µM]	I = -23%

Cc1ccc(OCC(=O)NCCCNC(=O)c2ccccn2)cc1C
  A = 88%	B = -10%	C = -2%	D = 0%	E = 0%	F = 33%[activator]	G = 11%	H = 6%	I = -5%

O=C(NC1CCCC1)C1CCN(C(=O)c2cccc(Cl)c2)CC1
  A = 6%	B = 2%	C = -2%	D = -1%	E = -9%	F = -6%	G = 65%[activator]	H = 7%	I = -12%

O=S(=O)(O)c1cc(OS(=O)(=O)c2ccccc2)cc2ccccc12
  A = -1%	B = -14%	C = -15%	D = 26%	E = -7%	F = 27%	G = 13%	H = .	I = -10%

CCC(C(=O)NC1CCCC1)N(C(=O)Cn1nnc(-c2ccc(C)cc2)n1)C1CCCC1 (stereo unspecified)
  A = .	B = ?	C = -13%	D = .	E = .	F = -6%	G = .	H = .	I = -1%

CCC1CCc2nc3sc(C(=O)Nc4ccc(C)cc4)c(N)c3cc2C1 (stereo unspecified)
  A = 18%	B = .	C = -13%	D = -1%	E = -5%	F = -30%	G = .	H = 6%[59 µM]	I = -11%

Cc1cc(S(=O)(=O)n2cnc3ccccc32)c(C)cc1Cl
  A = 3%	B = -9%	C = -12%	D = -4%	E = 3%	F = 6%	G = 0%	H = 2%[59 µM]	I = -5%

Cc1ccc(C)c(NS(=O)(=O)c2ccccc2C)c1
  A = 25%	B = -18%	C = -16%	D = 4%	E = -4%	F = 138%[activator]	G = -2%	H = 30%[0.501 µM]	I = -12%

C[C@H](NC(=O)c1nc[nH]c1C(=O)N[C@@H](CCCCNC(=O)OC(C)(C)C)C(=O)OC(C)(C)C)C(=O)OCc1ccccc1
  A = -10%	B = -12%	C = -6%	D = 3%	E = -13%	F = -12%	G = 16%	H = -15%	I = -28%

CCCN(C(=O)C1CC(=O)N(c2ccccc2C(C)CC)C1)C1CCS(=O)(=O)C1 (stereo unspecified)
  A = .	B = -26%	C = 5%	D = 6%	E = .	F = 19%	G = 24%	H = ?	I = 3%

COc1cc(SC)ccc1C(=O)OCC(=O)NC1CC1
  A = 0%	B = -3%	C = 0%	D = 3%	E = -2%	F = 121%[activator]	G = -2%	H = -5%	I = -12%

C#CCSc1nc2[nH]ncc2c(=O)[nH]1
  A = 33%	B = -11%	C = 4%	D = -2%	E = -1%	F = 3%	G = 5%	H = ?	I = -12%

Cc1cc(N2CCN(C3CCCCC3)CC2)n2nc(C)nc2n1
  A = -15%	B = -2%	C = ?	D = -19%	E = -1%	F = ?	G = -4%	H = ?	I = -4%

Cc1nn(C)cc1CNC(=O)c1ccc(Br)o1
  A = 1%	B = -19%	C = -8%	D = -1%	E = 0%	F = 30%	G = 0%	H = ?	I = -3%

COC(=O)c1scc(C)c1S(=O)(=O)Nc1ccc(C)cc1
  A = 0%	B = -6%	C = -14%	D = 0%	E = -8%	F = -14%	G = -7%	H = .	I = -12%

Cc1cc(C)c(S(=O)(=O)N(C)CC(=O)NCCCn2ccnc2)c(C)c1
  A = -1%	B = -10%	C = -3%	D = -19%	E = -4%	F = -3%	G = 28%	H = -8%	I = 4%

C/C(=N\NC(=O)CN1CCN(S(=O)(=O)c2ccc(C)cc2)CC1)c1ccncc1
  A = 15%	B = 0%	C = -11%	D = -11%	E = -2%	F = -1%	G = -8%	H = 3%	I = -11%

O=C(CN1CCC(n2nnc3cc(F)ccc32)CC1)NC1CC1
  A = 3%	B = -3%	C = -9%	D = -21%	E = 1%	F = 3%	G = -7%	H = -7%	I = -15%

CC(C)CCn1cnc2c(NCc3ccccc3)ncnc21
  A = 42%	B = -13%	C = 1%	D = 11%	E = -3%	F = 6%	G = 17%	H = 14%[59 µM]	I = -17%

COCCN(Cc1ccccc1)C(=O)C1CCN(S(=O)(=O)c2ccc3c(c2)OCCO3)CC1
  A = .	B = -22%	C = -4%	D = 3%	E = .	F = 27%	G = 9%	H = -3%[12.7 µM]	I = -17%

CS(=O)(=O)c1ccc(C(=O)N(CCc2ccccc2)Cc2ccccc2)cc1
  A = 18%	B = -7%	C = -6%	D = -13%	E = -3%	F = -14%	G = 21%	H = 15%	I = -22%

Cc1ccc2c(C)c(C(=O)N3CCN(Cc4ccc5c(c4)OCO5)CC3)oc2c1C
  A = ?	B = -14%	C = -5%	D = ?	E = -11%	F = 18%	G = -13%	H = 50µM*	I = -33%

COc1cc(/C=C2/NC(=O)NC2=O)cc(Br)c1OCc1cccc(C(=O)O)c1
  A = 12%	B = -12%	C = -7%	D = 6%	E = -25%	F = 20%	G = 16%	H = ?	I = -31%

COc1ccccc1N1CCN(C(=O)CN2C(=O)COc3ccc(S(=O)(=O)N4CCCC4)cc32)CC1
  A = 15%	B = -9%	C = -2%	D = 12%	E = 2%	F = 24%	G = .	H = 27%[59 µM]	I = -14%

CS(=O)(=O)N1CCN(c2ncnc3c2cnn3-c2ccccc2)CC1
  A = 1%	B = 2%	C = -16%	D = -14%	E = 4%	F = 49%[activator]	G = 2%	H = -7%	I = -8%

COc1ccc(N2C(=O)CS/C2=C\[N+](=O)[O-])cc1
  A = -2%	B = 0%	C = -24%	D = ?	E = 3%	F = 5%	G = -3%	H = ?	I = -18%

CCN(CC)c1nn2c(=O)c(C(=O)NCCc3cccc(C)c3)cnc2s1
  A = 3%	B = 1%	C = 1%	D = -11%	E = 2%	F = 2%	G = .	H = 22%[59 µM]	I = -15%

O=C(NCc1ccccc1)C1CCCN(S(=O)(=O)c2cccnc2)C1 (stereo unspecified)
  A = 0%	B = -9%	C = 10%	D = -5%	E = -10%	F = -2%	G = 1%	H = -13%[12.7 µM]	I = -5%

CCOC(=O)N/N=C/c1c(C)c(C(=O)c2ccc(F)cc2)n2ccccc12
  A = -16%	B = -20%	C = -7%	D = -36%	E = -12%	F = 124%[activator]	G = -11%	H = -22%	I = 1%

Cc1ccc2nc(N(Cc3cccnc3)C(=O)c3ccc4c(c3)OCCO4)sc2c1
  A = 13%	B = -5%	C = -3%[60.1 µM]	D = 7%	E = -3%	F = -1%	G = .	H = 8%[59 µM]	I = -4%

CC(CCc1ccccc1)NC(=O)COc1ccc(S(=O)(=O)N2CCOCC2)cc1[N+](=O)[O-] (stereo unspecified)
  A = 39%	B = -22%	C = -7%	D = -5%	E = 1%	F = 11%	G = 9%	H = ?	I = -32%

# Only G9a inh, for some of the entries so far:
SMILES,G9a inh
Cc1ccc2cccc(NC(=O)c3cccc4ccccc34)c2n1,42%[activator][59 µM]
CS(=O)(=O)N1CCN(c2ncnc3c2cnn3-c2ccccc2)CC1,-7%
COCCN(Cc1ccccc1)C(=O)C1CCN(S(=O)(=O)c2ccc3c(c2)OCCO3)CC1,-3%[12.7 µM]

# This is a subset, so the mix of outcomes need not match the whole.
